FBW7 activator = activators of human E3 ligase FBW7 | Q969H0 | AlphaScreen FBW7–phospho-cyclin E peptide binding, activator screen | normalized activity (activation), % at 26.1 µM | 650,000 compounds, 0.13% hits | AID 1259310; in the data active = normalized activity above about 1.9%;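 also: purified mutant Fbw7 with reduced substrate affinity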
TEAD-YAP block = TEAD-YAP interaction inhibition; HEK-TIYL cells, TEAD-Gal4/YAP UAS-luciferase luminescence; inhibition, % at 9.12 µM; AID 1259422; 640,000 compounds, 1.4% hits; in the data active = inhibition above about 32%;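 also: 0% = median of test compound wells and 100% = reference inhibitor wells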
GPR151 ag = human GPR151 activation | AID 1508602 | Q8TDV0 | activation, % at 11.2 µM | 650,000 compounds, 1% hits | PathHunter beta-arrestin GPR151 cells, luminescence; in the data active = activation above about 4.9%;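 also: 0% = median of compound wells and 100% = cells with positive control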
Target sequence (Q8TDV0 whole entry, looked up): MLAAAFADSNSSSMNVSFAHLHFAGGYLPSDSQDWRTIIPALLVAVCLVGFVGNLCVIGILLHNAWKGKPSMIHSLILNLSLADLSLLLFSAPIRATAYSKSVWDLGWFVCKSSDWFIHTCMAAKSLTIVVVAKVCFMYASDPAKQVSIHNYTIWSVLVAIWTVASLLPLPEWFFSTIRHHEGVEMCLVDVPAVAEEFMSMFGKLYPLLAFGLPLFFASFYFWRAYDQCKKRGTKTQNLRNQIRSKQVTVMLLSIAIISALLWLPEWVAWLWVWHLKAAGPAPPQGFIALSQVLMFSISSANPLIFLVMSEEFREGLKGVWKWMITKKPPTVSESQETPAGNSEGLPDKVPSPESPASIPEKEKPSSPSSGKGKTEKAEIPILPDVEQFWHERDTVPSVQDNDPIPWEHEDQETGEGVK
MITF inh = human MITF inhibition, primary screen; 650,000 compounds, 0.91% hits; AID 1259374; inhibition, % at 2.6 µM; AlphaScreen MITF homodimerization, bead proximity signal; O75030; in the data active = inhibition above about 50%;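 also: 0% = vehicle wells with protein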
Target sequence (O75030 whole entry, looked up): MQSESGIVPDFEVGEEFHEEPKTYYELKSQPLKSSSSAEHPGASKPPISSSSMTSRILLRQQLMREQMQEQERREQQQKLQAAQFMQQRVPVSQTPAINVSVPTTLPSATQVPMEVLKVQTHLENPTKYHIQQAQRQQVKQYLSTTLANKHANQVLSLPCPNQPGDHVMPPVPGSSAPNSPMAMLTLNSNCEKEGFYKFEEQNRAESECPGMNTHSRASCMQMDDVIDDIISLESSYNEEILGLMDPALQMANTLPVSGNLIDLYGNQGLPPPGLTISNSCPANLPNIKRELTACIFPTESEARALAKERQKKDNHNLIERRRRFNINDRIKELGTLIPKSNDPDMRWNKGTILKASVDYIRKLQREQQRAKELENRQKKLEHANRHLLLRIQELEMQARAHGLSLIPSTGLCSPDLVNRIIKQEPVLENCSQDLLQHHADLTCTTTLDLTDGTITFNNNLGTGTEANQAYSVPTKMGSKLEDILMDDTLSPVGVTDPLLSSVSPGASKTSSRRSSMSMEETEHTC
An asterisk follows results filed as active.

How did O=C(CNC(=O)c1ccccc1F)Nc1nccs1 do in these assays?
FBW7 activator: -0.3; TEAD-YAP block: 1; GPR151 ag: 0.1; MITF inh: -4

How did Cn1c(Sc2ccc(C(=O)c3ccncc3)cc2[N+](=O)[O-])nc2ccccc2c1=O do in these assays?
FBW7 activator: -0.1; TEAD-YAP block: 0; GPR151 ag: -0.3; MITF inh: -6

How did COc1ccc(C2CC(=O)C3=C(C2)Nc2ccccc2NC3c2ccc(OC)c(OC)c2OC)cc1OC (centres undefined) do in these assays?
FBW7 activator: -0.1; TEAD-YAP block: -8; GPR151 ag: 1.7; MITF inh: 0

Results for CN1CCN(/N=C/c2nc(-c3cccc([N+](=O)[O-])c3)n3ccccc23)CC1 ?
FBW7 activator: -0.3; TEAD-YAP block: 11; GPR151 ag: -0.9; MITF inh: 24

What do the screens show for `COC(=O)C1C(=O)CC(C)(O)C(C(=O)OC)C1c1cc(OC)c(OC)c(OC)c1` (centres undefined)?
FBW7 activator: 0.1; TEAD-YAP block: -6; GPR151 ag: 1.4; MITF inh: 12

What do the screens show for `CCCCNC(=O)COc1c(C)cc(Br)cc1C`?
FBW7 activator: 0.1; TEAD-YAP block: 2; GPR151 ag: -0.3; MITF inh: 6

What do the screens show for `O=C(C(O)c1ccc(F)cc1F)N1CCN(c2ccc3[nH]ncc3c2)CC1` (centres undefined)?
FBW7 activator: 0.2; TEAD-YAP block: 4; GPR151 ag: -0.1; MITF inh: 8

What do the screens show for `Cc1ccc(C(=O)CSc2nnc(-c3ccco3)n2CC2CCCO2)cc1` (centres undefined)?
FBW7 activator: 0.0; TEAD-YAP block: -8; GPR151 ag: -0.2; MITF inh: 7

Results for CN(C)c1ccc(C(CNS(C)(=O)=O)N2CCN(c3ccc(F)cc3)CC2)cc1 (centres undefined) ?
FBW7 activator: 0.0; TEAD-YAP block: -1; GPR151 ag: -1.2; MITF inh: 1

How did COc1ccc(/C(O)=C2\C(=O)C(=O)N(c3c(C)n(C)n(-c4ccccc4)c3=O)C2c2cccc([N+](=O)[O-])c2)cc1 (centres undefined) do in these assays?
FBW7 activator: -0.2; TEAD-YAP block: -9; GPR151 ag: -0.1; MITF inh: -10

How did COC(CNC(=O)C1CCC(=O)N1Cc1ccccc1Cl)OC (centres undefined) do in these assays?
FBW7 activator: 0.1; TEAD-YAP block: 2; GPR151 ag: 0.5; MITF inh: 0

Results for c1cc(NC2CC2)nc(NCCN2CCOCC2)n1 ?
FBW7 activator: 0.2; TEAD-YAP block: -1; GPR151 ag: -0.7; MITF inh: 13

Results for Cc1ccccc1CN1CCNC(=O)C1CC(=O)N(Cc1ccccc1)CC1CCC1 (centres undefined) ?
FBW7 activator: -0.1; TEAD-YAP block: -4; GPR151 ag: -0.3; MITF inh: 2

Results for Cc1ccsc1CNc1nc(C)c(-c2ccn(CCN3CCOCC3)n2)s1 ?
FBW7 activator: 0.2; TEAD-YAP block: 1; GPR151 ag: 0.1; MITF inh: 8

Results for CCOC(=O)C1=C(N)OC2=C(C(=O)CC(C)(C)C2)C1c1ccccc1[N+](=O)[O-] (centres undefined) ?
FBW7 activator: -0.3; TEAD-YAP block: 5; GPR151 ag: -0.3; MITF inh: -6

How did O=S(=O)(NCC(c1ccco1)N1CCOCC1)c1cc(F)ccc1F (centres undefined) do in these assays?
FBW7 activator: -0.2; TEAD-YAP block: -6; GPR151 ag: 0.8; MITF inh: 3

What do the screens show for `CC(C)[C@H](CO)Nc1nc(-c2cccc(C(=O)O)c2)cnc1N`?
FBW7 activator: -0.1; TEAD-YAP block: 1; GPR151 ag: -0.6; MITF inh: -2

How did COc1cccc(Nc2nc(-c3ccccc3)c3cc(Cl)ccc3n2)c1 do in these assays?
FBW7 activator: 0.0; TEAD-YAP block: 9; GPR151 ag: 0.3; MITF inh: -15

What do the screens show for `COC(=O)C1=C(C)NC(=S)NC1c1cc(OC)c(OCC#N)cc1Br` (centres undefined)?
FBW7 activator: 0.0; TEAD-YAP block: -5; GPR151 ag: 0.7; MITF inh: -3

How did Cc1nc(C(C)N(C)Cc2c(C(=O)N3CCCCCCC3)nc3sccn23)c(C)s1 (centres undefined) do in these assays?
FBW7 activator: 0.2; TEAD-YAP block: 9; GPR151 ag: -1.0; MITF inh: 5

What do the screens show for `COc1ccc(N2C(=O)c3ccccc3NC2c2ccc(C)cc2)cc1` (centres undefined)?
FBW7 activator: 0.1; TEAD-YAP block: -13; GPR151 ag: -0.2; MITF inh: -1

What do the screens show for `Cc1cc(C(=O)CSc2nnc(Nc3ccccc3)s2)c(C)n1Cc1ccco1`?
FBW7 activator: 0.0; TEAD-YAP block: -10; GPR151 ag: 2.1; MITF inh: 8

How did O=C(Nc1ncc(Cc2cccc([N+](=O)[O-])c2)s1)c1ccc(Br)cc1 do in these assays?
FBW7 activator: -0.1; TEAD-YAP block: 1; GPR151 ag: -0.3; MITF inh: 7

What do the screens show for `CC(CNC(=O)Cn1cc2c(n1)CCCCC2)c1ccccc1` (centres undefined)?
FBW7 activator: 0.1; TEAD-YAP block: 7; GPR151 ag: 0.0; MITF inh: 11

Results for CCCCC1=NN2C(=N)/C(=C/c3ccc(OCCOc4ccccc4C)c(OCC)c3)C(=O)N=C2S1 ?
FBW7 activator: 0.2; TEAD-YAP block: 12; GPR151 ag: 1.4; MITF inh: 10

What do the screens show for `O=C(c1cscn1)N1CCCC(c2nc(N3CCOCC3)ncc2-c2ccncc2)C1` (centres undefined)?
FBW7 activator: -0.1; TEAD-YAP block: -8; GPR151 ag: 1.9; MITF inh: -4

Results for CCOC(=O)c1ccc2c(c1)n(CCO)c(C)[n+]2CC ?
FBW7 activator: 0.0; TEAD-YAP block: -8; GPR151 ag: -0.3; MITF inh: -5

What do the screens show for `CC1=C(C(=O)Nc2cccc(Cl)c2)C(c2cccc(Cl)c2)NC(=O)N1` (centres undefined)?
FBW7 activator: 0.8; TEAD-YAP block: -1; GPR151 ag: 0.5; MITF inh: 13

How did O=C1C(=O)N(CCO)C(c2ccc(Br)cc2)/C1=C(/O)c1ccc(Cl)cc1 (centres undefined) do in these assays?
FBW7 activator: -0.1; TEAD-YAP block: 12; GPR151 ag: -0.7; MITF inh: -3

What do the screens show for `Cc1onc(-c2ccccc2)c1C1=N/C(=C\c2ccc3c(c2)OCO3)C(=O)O1`?
FBW7 activator: 0.0; TEAD-YAP block: -2; GPR151 ag: -0.3; MITF inh: 5

How did CCCCCc1ccc(/C(C)=C/C(=O)O)cc1 do in these assays?
FBW7 activator: -0.1; TEAD-YAP block: -11; GPR151 ag: -9.1; MITF inh: 2

How did CC(NC(=O)C(=O)NC1CCCC1)c1ccccc1 (centres undefined) do in these assays?
FBW7 activator: 0.1; TEAD-YAP block: -21; GPR151 ag: -2.8; MITF inh: 12

How did COc1ccc(CN2CCSCC2)cc1OCc1ccccc1 do in these assays?
FBW7 activator: -0.4; TEAD-YAP block: -2; GPR151 ag: 0.2; MITF inh: 15

How did c1cc(Nc2nc(Nc3ccc(N4CCOCC4)cc3)c3ncn(-c4ccsc4)c3n2)ncn1 do in these assays?
FBW7 activator: 0.4; TEAD-YAP block: 8; GPR151 ag: -0.6; MITF inh: 16

What do the screens show for `CCOC(=O)c1c(NC(=O)CSc2nnc(CNC(=O)c3cccs3)n2-c2ccc(OCC)cc2)sc2c1CCC2`?
FBW7 activator: 0.1; TEAD-YAP block: -3; GPR151 ag: 0.7; MITF inh: 0

How did CCCCc1ccc(NC(=O)c2ccccc2Br)cc1 do in these assays?
FBW7 activator: 0.0; TEAD-YAP block: -41; GPR151 ag: -0.9; MITF inh: -7

What do the screens show for `CCC(CO)NC(=O)C(=O)NCc1ccc2c(c1)OCO2` (centres undefined)?
FBW7 activator: 0.2; TEAD-YAP block: -5; GPR151 ag: -0.3; MITF inh: 2

Results for O=C(COc1ccc(Cl)cc1)NNC(=O)c1ccc([N+](=O)[O-])cc1Cl ?
FBW7 activator: 0.3; TEAD-YAP block: 5; GPR151 ag: 0.5; MITF inh: 8

What do the screens show for `COc1ccc2c(CNCc3ccccc3)c(C(=O)O)n(Cc3ccccc3F)c2c1`?
FBW7 activator: 0.5; TEAD-YAP block: 3; GPR151 ag: 0.5; MITF inh: 7

How did CC(=O)Nc1ccc(OCC=C(Cl)Cl)cc1 do in these assays?
FBW7 activator: 0.0; TEAD-YAP block: -3; GPR151 ag: -0.7; MITF inh: 0

How did CC(C)[C@H](NS(=O)(=O)/C=C/c1ccccc1)C(=O)OCC(=O)NC(N)=O do in these assays?
FBW7 activator: 0.7; TEAD-YAP block: -4; GPR151 ag: -1.1; MITF inh: 11

How did CC1CCCC(C)N1C(=O)COc1ccc(C(=O)N/N=C/c2ccc([N+](=O)[O-])o2)cc1 (centres undefined) do in these assays?
FBW7 activator: -0.2; TEAD-YAP block: 6; GPR151 ag: -0.8; MITF inh: 0

How did Cc1ccccc1C(OCC(O)CN1CCC(C(N)=O)CC1)c1ccccc1 (centres undefined) do in these assays?
FBW7 activator: 0.3; TEAD-YAP block: 6; GPR151 ag: -2.0; MITF inh: 21

Results for C/C(=N/Nc1nnc2c(n1)[nH]c1c(C)cccc12)c1ccc(C)o1 ?
FBW7 activator: -1.2; TEAD-YAP block: 31; GPR151 ag: 1.6; MITF inh: 5

Results for COc1ccc(CN2CCC3(CC2)CC3C(=O)N2CCCN(C)CC2)cc1C (centres undefined) ?
FBW7 activator: -0.2; TEAD-YAP block: 1; GPR151 ag: -0.3; MITF inh: -15

How did O=c1[nH]c2ccccc2n1CCCNCCc1ccc(F)cc1 do in these assays?
FBW7 activator: -0.1; TEAD-YAP block: -3; GPR151 ag: -0.4; MITF inh: -1

Results for CN(C)C(=O)c1cccc(Nc2ccc3[nH]ncc3c2)n1 ?
FBW7 activator: -0.8; TEAD-YAP block: -6; GPR151 ag: 0.1; MITF inh: 12

Results for CC(C)(C)n1nc2c(c1NC(=O)c1ccc(Cl)cc1)CS(=O)(=O)C2 ?
FBW7 activator: 0.0; TEAD-YAP block: -7; GPR151 ag: -0.9; MITF inh: 1

Results for COC(=O)C1CCN(C(=O)c2cc(-c3ccccc3)nc3ccccc23)CC1 ?
FBW7 activator: -0.1; TEAD-YAP block: 0; GPR151 ag: 0.5; MITF inh: 6

What do the screens show for `COc1cc(/C=C/CN2CCN(CCC(C)C)C(CCO)C2)ccc1O` (centres undefined)?
FBW7 activator: -0.1; TEAD-YAP block: 6; GPR151 ag: -2.7; MITF inh: 11

Results for Cc1ccc(C)c(CN2CCN3C(=O)[C@@H](CC(C)C)NC(=O)[C@H]3C2)c1 ?
FBW7 activator: 0.3; TEAD-YAP block: 3; GPR151 ag: -0.5; MITF inh: 42

What do the screens show for `CC(=O)N1CCc2cc(NS(=O)(=O)c3ccc(C(C)(C)C)cc3)ccc21`?
FBW7 activator: -0.1; TEAD-YAP block: 5; GPR151 ag: 0.0; MITF inh: 16

What do the screens show for `Cc1ccnc(NC(=O)COc2cc(C)ccc2C(C)C)c1`?
FBW7 activator: 0.1; TEAD-YAP block: -2; GPR151 ag: 0.1; MITF inh: 16

Results for CCc1ccc(-n2c(=S)sc3c(=O)n(-c4ccc(C)cc4)c(SC)nc32)cc1 ?
FBW7 activator: -0.1; TEAD-YAP block: 6; GPR151 ag: 0.4; MITF inh: -13

Results for COc1cccc(OC)c1C(=O)Nc1nc2ccc([N+](=O)[O-])cc2s1 ?
FBW7 activator: -0.1; TEAD-YAP block: 6; GPR151 ag: 2.3; MITF inh: 2

Results for Cc1ccc(NC(=S)NNC(=O)CC(=O)NNC(=S)Nc2ccc(C)cc2)cc1 ?
FBW7 activator: -0.7; TEAD-YAP block: 1; GPR151 ag: 1.8; MITF inh: 35

What do the screens show for `COc1ccc(CN2C(=O)CC(C(=O)NCCc3ccccc3)SC2=Nc2ccc(Cl)cc2)cc1` (centres undefined)?
FBW7 activator: 0.1; TEAD-YAP block: 7; GPR151 ag: -0.9; MITF inh: 2

Results for CCS(=O)(=O)CCSc1nnc(N)s1 ?
FBW7 activator: -0.1; TEAD-YAP block: 2; GPR151 ag: 0.8; MITF inh: 13

What do the screens show for `COCCn1nnnc1C(c1cc2cccc(C)c2[nH]c1=O)N1CCCCCC1` (centres undefined)?
FBW7 activator: 0.4; TEAD-YAP block: 7; GPR151 ag: 0.3; MITF inh: 6

Results for CN(Cc1cscn1)C(=O)C1CC12CCN(Cc1ccc(Cl)cc1)CC2 (centres undefined) ?
FBW7 activator: -0.1; TEAD-YAP block: 12; GPR151 ag: -0.3; MITF inh: 13

Screening data from PubChem.
